D2 antagonist: antagonizes the human D2 dopamine receptor; HEK293 TREx D2 cells, calcium flux, dopamine EC80; inhibition, % at 10 µM; 2% of 340,000 active; AID 485344; in the data active = inhibition above about 30%; also: 0% is about no effect
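Calcium mobilization kinetics were recorded at 1 s intervals in tetracycline-induced HEK293 T-REx D2 cells, first for 180 s after compound addition and then 180 s after EC80 dopamine.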
Glioma ERSR ind: induces the endoplasmic reticulum stress response in human glioma cells; U87-MG GRP78 promoter luciferase reporter, 16 h; Potency, µM, for the others: top-dose activation, actives largely listed as activators; 0.02% of 420,000 active; AID 602332; also: potency is read from the fitted curve at half-maximal effect; series mostly up to about 76 µM; % of control where 0% means no effect; nearly all actives have a fitted effect of over 35% in size
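Stably transfected U87-MG human glioma cells carrying a GRP78-based luminescent sensor were seeded at 1000 cells/well, pin-dosed with compounds and incubated 16 h. Luciferase reagent was then added, and end-point luminescence was read after 10 min at room temperature.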
Vif-APOBEC3F blk: blocks the Vif interaction with APOBEC3F; HeLa A3F-eYFP + Vif (tagged APOBEC3F with the HIV-1 protein that degrades it), YFP fluorescence increase; Potency, µM (series often up to 46.1 µM), for inactives: top-dose activity, negative = active; 0.2% of 390,000 active; AID 602313; also: potency is read from the fitted curve at half-maximal effect; % of control where 0% means no effect; nearly all actives have a fitted effect of over 65% in size
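HeLa cells stably expressing A3F-eYFP plus Vif, plated and incubated overnight at 37 deg C, then exposed to compounds overnight at 37 deg C. Blocked degradation read as raised yellow fluorescence (Ex 488/Em 500-530).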
ALOX12 inh: inhibitors of human 12S-lipoxygenase ALOX12. 1.1% of 580,000 active. purified 12hLO, xylenol orange hydroperoxide absorbance. Potency, µM (series often up to 108 µM), without a hit: top-dose activity change, negative = inhibition, most hits filed as inhibitors; also: potency is read from the fitted curve at half-maximal effect; % is scaled to controls: 0 for no effect and ±100 for the full control effect
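Hydroperoxide product was detected by ferrous iron/xylenol orange as the 573 to 405 nm absorbance ratio. Arachidonic acid at 40 uM (final) was turned over for 30 min at room temperature by 150 nM human 12hLO, pH 7.0 Hepes buffer, after 15 min compound preincubation.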
D2 ag: activates the human D2 dopamine receptor; P14416; activation, % at 2 µM; 0.53% of 340,000 active; HEK293 T-REx D2 cells, calcium flux agonist mode;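 active = activation over 3 SD above normal in the single-dose calcium agonist read, cut at about 30% in these data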; also: 0% is about no effect
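In this primary screen, compounds producing a positive calcium signal within 180 s of addition to tetracycline-induced, force-coupled HEK293 Trex D2 cells are flagged; cells are dye-loaded with a no-wash calcium kit beforehand.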
LDHA block: LDHA (human) enzyme inhibition; P00338; purified LDHA, NADH/diaphorase-resazurin fluorescence; stronger effect = lower value; activity change, % (values are at about 110 or 230 µM); 0.15% of 480,000 active; in the data active = activity change below about -30%; inconclusive = mostly about -25% to -30%;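 also: plate controls were DMSO wells for no effect and wells without enzyme for full effect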
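Enzyme activity of human lactate dehydrogenase 5 (2 nM; 0.06 mM NADH, 0.2 mM pyruvate, 5 min, RT) is measured via a resazurin/diaphorase fluorescence readout of residual NADH.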
RGS4 inhibitor: blocks human RGS4-accelerated GTP hydrolysis; P49798; Potency, µM (series often up to 114 µM), for inactives: top-dose activity change, negative = inhibition, most hits filed as inhibitors; Transcreener GDP fluorescence polarization, RGS4-accelerated GTP hydrolysis; 0.039% of 390,000 active; also: potency is read from the fitted curve at half-maximal effect; % is scaled to controls: 0 for no effect and ±100 for the full control effect; nearly all actives have a fitted effect of over 75% in size; some results filed as inactive show a strong effect at the top dose
Target sequence (P49798 whole entry, looked up): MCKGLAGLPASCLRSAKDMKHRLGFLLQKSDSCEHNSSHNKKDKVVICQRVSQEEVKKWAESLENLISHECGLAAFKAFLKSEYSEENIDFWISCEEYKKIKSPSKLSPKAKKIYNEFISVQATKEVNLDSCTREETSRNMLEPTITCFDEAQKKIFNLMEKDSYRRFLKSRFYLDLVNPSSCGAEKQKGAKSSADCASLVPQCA
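MLSMR compounds (23 nl, pin-transferred) preincubated 10 min at room temperature with a 500nM (2x) first reagent, then RGS4 at 900nM (2x) plus Transcreener GDP mix added; fluorescence polarization (620/688 nm) read before and after 90 min at 30 °C.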
ERG Ets-DNA blk: blocks human ERG Ets domain binding to DNA | fluorescence polarization, His-ERG Ets domain / labelled DNA | 0.028% of 370,000 active | P11308 | Potency, µM (series often up to 76.9 µM), inactives show top-dose FP activity, negative = inhibition, actives largely listed as inhibitors; active = well fitted inhibition curve with a large enough effect in the polarisation, with a control signal flat; inconclusive = small, poorly fitted or top-dose-only effect, or effect the other way, or a change in a side signal; inactive = no such curve, though single readings can be large or run the other way; the % refers to the polarisation;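 also: polarization taken with two DNA probes labelled with fluorescein and Texas red; potency is read from the fitted curve at half-maximal effect; % of control where 0% means no effect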
Target sequence (P11308 whole entry, looked up, the tested form may be a part): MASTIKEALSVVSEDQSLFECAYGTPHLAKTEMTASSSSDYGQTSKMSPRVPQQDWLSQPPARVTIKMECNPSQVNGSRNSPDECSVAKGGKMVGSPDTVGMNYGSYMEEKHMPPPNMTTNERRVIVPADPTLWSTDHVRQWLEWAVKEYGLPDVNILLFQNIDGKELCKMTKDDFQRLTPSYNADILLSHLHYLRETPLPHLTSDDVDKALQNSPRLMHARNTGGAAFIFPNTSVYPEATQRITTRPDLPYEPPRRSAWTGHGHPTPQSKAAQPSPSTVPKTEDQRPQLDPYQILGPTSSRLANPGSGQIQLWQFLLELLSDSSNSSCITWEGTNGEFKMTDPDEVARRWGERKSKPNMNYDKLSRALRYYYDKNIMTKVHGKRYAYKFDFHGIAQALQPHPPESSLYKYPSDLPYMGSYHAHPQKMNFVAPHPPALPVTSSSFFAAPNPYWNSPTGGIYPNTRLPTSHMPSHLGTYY
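His-tagged ERG Ets domain (1 uM in the protein solution; 300mM KCl, 50mM Tris-HCl, 1mM EDTA, 1mM DTT, pH 7.5) received compound, then a probe mix of 5 nM fluorescein-DNA and 100nM Texas-615-DNA. Fluorescence polarization was read for both dyes.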
Vif-APOBEC3G blk: Vif-A3G binding inhibition. HeLa A3G-eYFP + Vif (tagged APOBEC3G with the HIV-1 protein that degrades it), YFP fluorescence, overnight. Potency, µM (titrated, usually from 46.1 µM), for inactives: at the highest dose activity, negative = active, actives largely listed as inhibitors. 0.076% of 410,000 active. AID 602310;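 also: potency is read from the fitted curve at half-maximal effect; % is scaled to controls: 0 for no effect and ±100 for the full control effect; nearly all actives have a fitted effect of over 60% in size; hits raise eYFP signal because A3G escapes Vif-driven loss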
Target sequence (Q9HC16 whole entry, looked up): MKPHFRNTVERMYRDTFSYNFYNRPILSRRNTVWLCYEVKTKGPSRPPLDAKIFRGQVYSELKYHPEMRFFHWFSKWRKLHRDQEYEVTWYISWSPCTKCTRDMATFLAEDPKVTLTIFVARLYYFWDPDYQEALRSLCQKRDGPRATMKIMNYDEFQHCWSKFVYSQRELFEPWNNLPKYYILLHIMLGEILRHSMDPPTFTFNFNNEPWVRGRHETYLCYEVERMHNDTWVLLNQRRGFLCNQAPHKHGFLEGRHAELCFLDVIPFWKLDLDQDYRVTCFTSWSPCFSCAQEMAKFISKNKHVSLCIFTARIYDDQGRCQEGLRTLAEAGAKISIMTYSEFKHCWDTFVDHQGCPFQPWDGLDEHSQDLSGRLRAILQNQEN
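Read-out is eYFP fluorescence (Ex 488/Em 500-530) from Vif-expressing HeLa A3G-eYFP cells; more signal means A3G escaped Vif-mediated degradation. Cells plated overnight, compound pinned in, incubated overnight at 37 deg C.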
Starred values were filed as active, the others as inactive; [ ] = dose if it differs, or a comment. Unless noted, calls follow the shape of the dose curve; as a rule, active = well fitted curve in the direction sought with a large enough effect; inconclusive = small, poorly fitted or top-dose-only effect, or another doubt; inactive = no such curve, though single readings can be large; an effect the other way counts as inactive or inconclusive. Some of the compounds tested; the hit share may differ from the screen's.

Screening COc1ccc(C2Nc3ccccc3C(=O)N2NS(=O)(=O)c2ccccc2)c(OC)c1 (centres undefined) returned D2 antagonist -10, Glioma ERSR ind -4%, Vif-APOBEC3F blk 9%, ALOX12 inh -30%, D2 ag -0.1, LDHA block -5, RGS4 inhibitor -3%, ERG Ets-DNA blk -9% and Vif-APOBEC3G blk -5%.
For CN1C(=O)OC(C)(CCc2ccccc2)C1(C)O (centres undefined) the results were D2 antagonist -1, Glioma ERSR ind -4%, Vif-APOBEC3F blk 8%, ALOX12 inh -5%, D2 ag 0.6, LDHA block -13, RGS4 inhibitor -7%, ERG Ets-DNA blk -6% and Vif-APOBEC3G blk 0%.
For CCC(=O)OC1(C)C(=O)C=C2C=C(C3CC3)OC=C2C1=O (centres undefined) the results were Glioma ERSR ind -4%, Vif-APOBEC3F blk -3%, ALOX12 inh inconclusive, LDHA block 14, RGS4 inhibitor -46%, ERG Ets-DNA blk inconclusive and Vif-APOBEC3G blk 0%.
COc1cccc(C(=O)/C=C/Nc2ccc(S(=O)(=O)Nc3cc(OC)nc(OC)n3)cc2)c1 was read as D2 antagonist -20, Glioma ERSR ind 2%, Vif-APOBEC3F blk 2%, ALOX12 inh -28%, D2 ag -0.2, LDHA block -5, RGS4 inhibitor -37%, ERG Ets-DNA blk -3% and Vif-APOBEC3G blk -7%.
`Cc1cc(N2CCOCC2)n2ncc(-c3ccccc3)c2n1` gave D2 antagonist 6, Glioma ERSR ind -8%, Vif-APOBEC3F blk -1%, ALOX12 inh 0%, D2 ag 0.1, LDHA block 2, RGS4 inhibitor 5%, ERG Ets-DNA blk 7% and Vif-APOBEC3G blk 1%.
For COc1ccc(C2/C=C\CN(C(=O)C3CC3)[C@H](Cc3ccccc3)C(=O)N2Cc2ccc(F)cc2)cc1 (some centres undefined) the results were D2 antagonist 21, Glioma ERSR ind -2%, Vif-APOBEC3F blk 6%, D2 ag 0.4, LDHA block 0, RGS4 inhibitor -5%, ERG Ets-DNA blk 6% and Vif-APOBEC3G blk -1%.
`Cc1cc(C)n(-c2nc3c(c(=O)[nH]c(=O)n3C)n2C)n1` gave D2 antagonist -4, Glioma ERSR ind 2%, Vif-APOBEC3F blk -2%, ALOX12 inh 4%, D2 ag 0.0, LDHA block -2, RGS4 inhibitor -19%, ERG Ets-DNA blk 5% and Vif-APOBEC3G blk -1%.
CC(C)=CC(=O)Nc1ccc(S(=O)(=O)Nc2ccccn2)cc1 was read as D2 antagonist 20, Glioma ERSR ind -1%, Vif-APOBEC3F blk -2%, ALOX12 inh -4%, D2 ag 0.4, LDHA block -3, RGS4 inhibitor -5%, ERG Ets-DNA blk 6% and Vif-APOBEC3G blk 0%.
For COC(=O)c1ccc(N=Cc2c(-c3ccccc3)[nH][nH]c2=O)cc1 the results were D2 antagonist 8, Glioma ERSR ind 1%, Vif-APOBEC3F blk -15%, ALOX12 inh -12%, D2 ag -1.6, LDHA block -1, RGS4 inhibitor -27%, ERG Ets-DNA blk -4% and Vif-APOBEC3G blk -3%.
For CCC(C)Nc1nc2c(c(=O)[nH]c(=O)n2C)n1CCCc1ccccc1 (centres undefined) the results were D2 antagonist 4, Glioma ERSR ind -2%, Vif-APOBEC3F blk 4%, ALOX12 inh 6%, D2 ag -1.0, LDHA block -10, RGS4 inhibitor -18%[56.9 µM], ERG Ets-DNA blk -1% and Vif-APOBEC3G blk -1%.
For CCC(=O)OCCNc1cc(Sc2nc3ccccc3s2)c2nonc2c1[N+](=O)[O-] the results were D2 antagonist -6, Glioma ERSR ind -15%, Vif-APOBEC3F blk -4%, ALOX12 inh inconclusive, D2 ag 2.3, LDHA block 15, RGS4 inhibitor inconclusive, ERG Ets-DNA blk -3% and Vif-APOBEC3G blk -16%.
`COC(CNC(=O)c1c[nH]c2ccc(S(=O)(=O)N(C)c3ccc(F)cc3)cc2c1=O)OC` gave D2 antagonist -7, Glioma ERSR ind 0%, Vif-APOBEC3F blk 5%, ALOX12 inh 0%, D2 ag -0.1, LDHA block -9, RGS4 inhibitor -5%, ERG Ets-DNA blk 1% and Vif-APOBEC3G blk -9%.
For O=C(CNC1CCCCCC1)c1cccs1 the results were Glioma ERSR ind 0%, Vif-APOBEC3F blk 5%, ALOX12 inh -16%, LDHA block -7, RGS4 inhibitor inconclusive, ERG Ets-DNA blk 2% and Vif-APOBEC3G blk -2%.
Cc1ccc(N2CC(C(=O)Nc3ccc(C)c(S(=O)(=O)N(C)C)c3)CC2=O)cc1 (centres undefined) was read as D2 antagonist 20, Glioma ERSR ind -9%, Vif-APOBEC3F blk 0%, ALOX12 inh 0%, D2 ag -4.5, LDHA block -7, RGS4 inhibitor -8%, ERG Ets-DNA blk 3% and Vif-APOBEC3G blk 2%.
`CCCCCOc1ccc(/C=C/c2c([N+](=O)[O-])c(=O)n(C)c(=O)n2C)cc1` gave D2 antagonist -12, Glioma ERSR ind -1%, Vif-APOBEC3F blk 7%, ALOX12 inh -1%, D2 ag 0.9, LDHA block 1, RGS4 inhibitor 1%, ERG Ets-DNA blk 1% and Vif-APOBEC3G blk -7%.

Overlap with the part before: two entries, followed by the next part.
Cc1ccc(N2CC(C(=O)Nc3ccc(C)c(S(=O)(=O)N(C)C)c3)CC2=O)cc1 (centres undefined) was read as D2 antagonist 20, Glioma ERSR ind -9%, Vif-APOBEC3F blk 0%, ALOX12 inh 0%, D2 ag -4.5, LDHA block -7, RGS4 inhibitor -8%, ERG Ets-DNA blk 3% and Vif-APOBEC3G blk 2%.
`CCCCCOc1ccc(/C=C/c2c([N+](=O)[O-])c(=O)n(C)c(=O)n2C)cc1` gave D2 antagonist -12, Glioma ERSR ind -1%, Vif-APOBEC3F blk 7%, ALOX12 inh -1%, D2 ag 0.9, LDHA block 1, RGS4 inhibitor 1%, ERG Ets-DNA blk 1% and Vif-APOBEC3G blk -7%.
For COC(=O)CCCC(=O)NC1CCCc2c1cnn2-c1ccc(F)cc1F (centres undefined) the results were D2 antagonist -3, Glioma ERSR ind 1%, Vif-APOBEC3F blk 5%, ALOX12 inh -21%, D2 ag 1.3, LDHA block -1, RGS4 inhibitor 39%, ERG Ets-DNA blk -10% and Vif-APOBEC3G blk 5%.
NS(=O)(=O)c1cccc2cccnc12 was read as D2 antagonist 4, Glioma ERSR ind -6%, Vif-APOBEC3F blk -6%, ALOX12 inh -1%, D2 ag 1.3, LDHA block -1, RGS4 inhibitor 14%, ERG Ets-DNA blk -6% and Vif-APOBEC3G blk 6%.
CCCc1nn2c(=O)cc(COC(=O)c3ccccc3NC(=O)COc3ccccc3F)nc2s1 was read as Glioma ERSR ind -4%, Vif-APOBEC3F blk 4%, ALOX12 inh -27%, D2 ag 1.8, LDHA block 2, RGS4 inhibitor 29%, ERG Ets-DNA blk 0% and Vif-APOBEC3G blk -3%.
For CN1CCN(S(=O)(=O)c2cccc(C(=O)NC3(C)CCS(=O)(=O)C3)c2)CC1 (centres undefined) the results were D2 antagonist -1, Glioma ERSR ind -3%, Vif-APOBEC3F blk -7%, ALOX12 inh 13%, D2 ag 0.2, LDHA block -4, RGS4 inhibitor -13%, ERG Ets-DNA blk -6% and Vif-APOBEC3G blk 2%.
Screening O=C(COc1ccccc1[N+](=O)[O-])Nc1ccc(NC(=O)c2cc3ccccc3o2)cc1 returned D2 antagonist -11, Glioma ERSR ind 6%, Vif-APOBEC3F blk -14%, ALOX12 inh -2%, D2 ag -0.3, LDHA block -2, RGS4 inhibitor inconclusive, ERG Ets-DNA blk 8% and Vif-APOBEC3G blk inconclusive.
CCC1C(=O)N(C)CCc2ccccc21 (centres undefined) was read as D2 antagonist 1, Glioma ERSR ind -5%, Vif-APOBEC3F blk -12%, ALOX12 inh 8%, D2 ag 2.4, LDHA block -3, RGS4 inhibitor 5%, ERG Ets-DNA blk 8% and Vif-APOBEC3G blk -1%.
Cc1ccc(S(=O)(=O)Nc2c(C)n(C)n(-c3ccccc3)c2=O)cc1C(=O)OC(C)C(=O)N(C)c1ccccc1 (centres undefined) was read as D2 antagonist 11, Glioma ERSR ind -2%, Vif-APOBEC3F blk 2%, ALOX12 inh -11%, D2 ag 1.6, LDHA block -4, RGS4 inhibitor 16%, ERG Ets-DNA blk 10% and Vif-APOBEC3G blk 0%.
Screening O=c1oc(-c2cccnc2)nc2ccccc12 returned D2 antagonist 15, Glioma ERSR ind -4%, Vif-APOBEC3F blk 1%, ALOX12 inh 4%, D2 ag 0.1, LDHA block -1, RGS4 inhibitor -11%, ERG Ets-DNA blk 8% and Vif-APOBEC3G blk -4%.
Screening COc1ccc(/C=C2\SC(=O)N(CCCC(=O)Nc3cc(Cl)ccc3C(=O)O)C2=O)cc1 returned Glioma ERSR ind -14%, Vif-APOBEC3F blk 16%, ALOX12 inh 35µM*, LDHA block -6, RGS4 inhibitor -26%, ERG Ets-DNA blk -9% and Vif-APOBEC3G blk 3%.
`CCC1=NNC(=O)C(CC(=O)Nc2ccccc2)c2cc(OC)c(OC)cc21` (centres undefined) gave D2 antagonist -4, Glioma ERSR ind -3%, Vif-APOBEC3F blk 0%, ALOX12 inh -22%, D2 ag 0.2, LDHA block -20, RGS4 inhibitor 8%, ERG Ets-DNA blk -2% and Vif-APOBEC3G blk 1%.
For CCN(CC)S(=O)(=O)c1ccc(Cl)c(C(=O)Oc2cccc(-c3cnc4ccccc4n3)c2)c1 the results were D2 antagonist -15, Glioma ERSR ind 2%, Vif-APOBEC3F blk 3%, ALOX12 inh 1%, D2 ag 0.4, LDHA block -4, RGS4 inhibitor -22%, ERG Ets-DNA blk -2% and Vif-APOBEC3G blk -1%.

Source: PubChem BioAssay
